Screening data (PubChem)
m5-HT2A agonist – mouse HTR2A agonism via beta-arrestin recruitment. CHO-K1 mHTR2A beta-arrestin complementation, luminescence; percent of 30 µM serotonin response. activation, % at 7.6 µM. 360,000 tested, 0.66% active. AID 624169;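 active = activation above a run cutoff, the mean activation of all tested compounds plus 3 SD, cut at about 14% in these data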;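 note: 0% = plate median of compound wells and 100% = 30 µM serotonin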
CaV13 ICDI inh – Primary screen for inhibitors of IQ motif and Ca2+-dependent inactivation inhibitor domain binding in CACNA1D, Förster resonance energy transfer in living cells, …; HEK cells, CFP/YFP FRET ICDI-IQ, plate reader, 10 min; percent FRET-ratio fall versus neutral wells; inhibition, % at 12.3 µM; 340,000 tested, 0.098% active; AID 743397;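 active = mean replicate inhibition of at least 30% and at least 1% of replicates passing that level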;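 note: 0% = median of the neutral control wells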
Cardio protect – modulators protecting cardiomyocytes from myocardial damage; H9c2 cardiomyocytes, H2O2 injury protection, ATPLite, 2 h; protection from H2O2 cell death, % at 20 µM; 360,000 tested, 0.63% active; AID 588492;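 active = compounds giving at least 50% protection of heart cells from peroxide-induced death in the single-dose screen, raw or plate-pattern-corrected value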;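 note: 0% = DMSO wells with peroxide and 100% = DMSO wells without peroxide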
Granule exo inh – lytic granule exocytosis inhibition | TALL-104 LAMP-1 surface exposure, flow cytometry; cells stimulated with thapsigargin and PMA | inhibition, % at 10 µM | 360,000 tested, 0.66% active | AID 651702;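 active = inhibition above about 55%, limit read from the data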
PDI inh – blocks human protein disulfide isomerase activity; P07237; PDI insulin aggregation turbidity, A650, 90 min; inhibition, % at 10 µM; 350,000 tested, 0.052% active; AID 588391;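 active = mean inhibition across replicates of 30% or more, whatever share of single replicates reach that level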;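 note: absorbance from insulin aggregation driven by PDI reduction with DTT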
MC4R ag barr – activates human MC4R beta-arrestin recruitment | activation, % at 8.9 µM | AID 540308 | P32245 | 360,000 tested, 0.98% active | U2OS MC4R beta-arrestin complementation, luminescence; percent of melanotan II response, DMSO zero;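 active = activation above a per-plate cutoff, the mean activation of sample wells on that plate plus 3 SD, cut at about 8% in these data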
ABCB6 inh MLPCN – human ABCB6 transporter inhibition | Q9NP58 | K562-ABCB6 porphyrin accumulation, flow cytometry, 1 h; hits give low values | fluorescence ratio to DMSO, % at 10 µM | 360,000 tested, 0.19% active;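 active = fluorescence ratio to DMSO below 75%, the collection mean minus 3 SD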;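 note: signal is porphyrin accumulated inside mitochondria; 100% equals median channel fluorescence of DMSO control wells; lower ratio means ABCB6 inhibition with less porphyrin fluorescence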
Target sequence (Q9NP58 whole entry, looked up): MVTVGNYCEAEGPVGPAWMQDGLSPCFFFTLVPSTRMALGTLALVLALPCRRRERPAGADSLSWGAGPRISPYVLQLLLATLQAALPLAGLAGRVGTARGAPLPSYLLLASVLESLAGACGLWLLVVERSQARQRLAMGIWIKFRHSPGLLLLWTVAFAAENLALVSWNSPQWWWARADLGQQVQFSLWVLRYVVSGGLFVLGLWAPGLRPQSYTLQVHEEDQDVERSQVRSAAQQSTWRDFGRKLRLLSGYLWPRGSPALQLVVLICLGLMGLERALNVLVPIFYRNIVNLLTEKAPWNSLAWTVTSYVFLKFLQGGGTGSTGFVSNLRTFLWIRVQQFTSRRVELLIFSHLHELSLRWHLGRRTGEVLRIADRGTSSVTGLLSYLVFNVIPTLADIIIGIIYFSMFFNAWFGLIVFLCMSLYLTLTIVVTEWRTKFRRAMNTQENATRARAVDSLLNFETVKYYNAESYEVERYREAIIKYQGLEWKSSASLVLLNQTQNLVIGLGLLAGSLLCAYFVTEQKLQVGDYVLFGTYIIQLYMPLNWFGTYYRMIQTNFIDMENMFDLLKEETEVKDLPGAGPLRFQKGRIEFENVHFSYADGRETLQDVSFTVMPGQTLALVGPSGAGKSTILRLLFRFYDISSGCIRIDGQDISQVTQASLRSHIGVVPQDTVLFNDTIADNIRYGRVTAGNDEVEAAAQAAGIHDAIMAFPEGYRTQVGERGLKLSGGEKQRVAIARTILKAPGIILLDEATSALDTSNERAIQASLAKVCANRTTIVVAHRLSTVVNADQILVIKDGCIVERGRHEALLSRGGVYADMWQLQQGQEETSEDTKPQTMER
MC4R antagonist – human MC4R antagonism in cAMP assay; inhibition, % at 6.5 µM; MC4R-expressing cells, MTII-stimulated cAMP, LANCE TR-FRET; 360,000 tested, 0.48% active; AID 540295;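 active = inhibition above its plate's cutoff, the mean of tested wells on that plate plus 3 SD, cut at about 29% in these data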;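 note: 0% = Melanotan II alone and 100% = Melanotan II plus saturating MCL0020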
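Assay system: human MC4R-expressing U2OS cells; reagent: Melanotan II stimulation of cells; dosing: 6.5 µM single dose; timing: compound 30 min, challenge 1 h, detection 1 h; signal: TR-FRET cAMP assay; replicates: one well per compound, no replicates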
Glyco luc inh – N-linked glycosylation inhibition; AID 588692; 360,000 tested, 0.23% active; D54 ERlucT glycosylation luciferase reporter, 24 h; percent of 100 nM tunicamycin response; reporter increase, % at 12.5 µM;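 active = mean luciferase reporter signal, scaled so untreated is 0 and the glycosylation-blocking control 100, at or above a set limit in every replicate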;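 note: luciferase carries N-glycosylation sites so blocking glycosylation raises the light; 0% = median of neutral control wells and 100% = median of 100 nM tunicamycin wells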
ABHD5 PLIN5 PPI – inhibitors of human ABHD5-perilipin-5 interaction. Split G. princeps luciferase complementation, luminescence, 4 h. inhibition, % at 4 µM. 360,000 tested, 0.78% active;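 active = inhibition above the mean inhibition across every tested compound plus 3 SD, cut at about 22% in these data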;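 note: 0% = DMSO only wells and the 100% control is not disclosed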
Active calls of the source: *; / = not tested or not shown.

SMILES | m5-HT2A agonist | CaV13 ICDI inh | Cardio protect | Granule exo inh | PDI inh | MC4R ag barr | ABCB6 inh MLPCN | MC4R antagonist | Glyco luc inh | ABHD5 PLIN5 PPI
O=C(CSc1nnc(-c2cccnc2)n1C1CCCCC1)NC1CCCCC1 | 1 | -10 | -4 | -1 | 16 | -0.3 | 100 | 3 | 1 | 3
COc1ccc(CNC(=O)Cc2csc(Nc3nc(=S)[nH]c4ccccc34)n2)cc1 | -5 | -11 | 9 | -2 | -22 | 0.6 | 102 | -2 | 2 | -2
CN(CC(=O)Nc1cccc(F)c1)C(=O)c1cn(-c2ccccc2)nc1-c1cccs1 | -2 | -11 | 3 | 4 | 13 | -3.8 | 94 | 1 | 5 | 2
COCCCn1c(SCC(=O)N(C)C)nnc1-c1ccccc1 | 1 | -7 | 6 | 0 | -7 | -1.9 | 89 | 4 | 3 | 1
O=C(NC(=S)Nc1ccc(CN2CCOCC2)cc1)c1cccc([N+](=O)[O-])c1 | -2 | -3 | 11 | 1 | -2 | 0.8 | 104 | -6 | 3 | 2
COc1ccc(-c2ccc(N3C(c4cc(OC)cc(OC)c4)=Cc4ccc(OC)cc4C3CC(C)=O)cc2)cc1 (stereo unspecified) | 4 | -8 | / | 2 | / | / | 99 | / | / | -17
Cc1cccc(OCC(=O)Nc2nccs2)c1C | 7 | -5 | -13 | -1 | 1 | -1.1 | 105 | 1 | -12 | 0
Cc1ccc(S(=O)(=O)N2CCCCC2)cc1NC(=O)c1nn(C)c(=O)c2ccccc12 | 5 | / | 14 | -1 | 4 | -0.7 | 101 | 8 | -2 | 1
O=C(Nc1ncc(Br)s1)C(Cc1ccccc1)n1cccc1 (stereo unspecified) | 2 | -3 | -15 | 7 | / | 7.3 | 99 | -2 | -1 | -5
Cn1cc(CCC(=O)NCc2ccc3c(c2)OCO3)c2ccccc21 | 2 | -7 | 4 | 1 | 6 | -1.4 | 100 | 4 | -1 | 4
O=C(COC(=O)CCC1CCCC1)Nc1ccc(Cl)cc1F | 5 | -16 | 17 | -1 | 8 | -0.2 | 101 | 20 | -1 | 0
Cc1ccc(Cc2c(C)nc3nc(SCC(=O)NCCCN4CCCC4)nn3c2C)cc1 | 3 | -2 | 6 | 6 | 1 | -1.9 | 98 | 5 | -5 | 7
CC(C)(C)NC(=O)Nc1nnc(SCC(=O)NC2CCCCC2)s1 | 1 | -7 | -5 | 0 | -1 | 0.5 | 99 | -1 | -2 | -13
CC(=O)Nc1ccc(NC(=O)COC(=O)C2CCCCC2)cc1 | -1 | -6 | -7 | 1 | 7 | -2.3 | 99 | 5 | 1 | -1
CC(=O)c1ccc(NC(=S)N2CCCC(C(F)(F)F)C2)cc1 (stereo unspecified) | 5 | -2 | 1 | -6 | 0 | -3.1 | 97 | 6 | -3 | 3
O=C(Cn1cnc2sc3c(c2c1=O)CCCC3)NCC(=O)Nc1c(F)cc(F)cc1Br | 3 | -2 | -1 | -2 | -5 | -3.1 | 99 | 28 | 1 | 4
Cc1onc(-c2c(Cl)cccc2Cl)c1C(=O)N1CCCCC1 | 2 | -5 | 4 | 13 | -6 | -1.5 | 89 | 4 | -1 | 2
COc1ccc(S(C)(=O)=O)cc1S(C)(=O)=O | 4 | -6 | 0 | 2 | 4 | 0.1 | 104 | -5 | -2 | 14
CCOc1ccc2nc(NC(=O)C3(C)CC3(Br)Br)sc2c1 (stereo unspecified) | -5 | -4 | -13 | -16 | 6 | -0.5 | 96 | 16 | -4 | -3
CCOC(=O)N1CCN(C(=O)CNC(=O)Cc2ccc(Cl)cc2)CC1 | -1 | / | 4 | -2 | 0 | -1.2 | 102 | 14 | -1 | 2
Cc1ccc(CN2CCC(Oc3cccc(C(=O)N(C)CCN(C)C)c3)CC2)cc1C | -3 | -6 | 4 | 51 | -8 | 0.1 | 101 | 1 | -1 | 7
O=C1CN(C(=O)CSc2nc3ccccc3c(=O)n2Cc2ccc(F)cc2)c2ccccc2N1 | -7 | 11 | 16 | -2 | 11 | -3.0 | 97 | 11 | -4 | 3
Cc1ccc(CSc2nc3ncccc3[nH]2)cc1 | -4 | / | -32 | 0 | 12 | 0.8 | 87 | 0 | -6 | -1
COc1ccc(CCN(C)C(=O)c2c(C)noc2C)cc1OC | -4 | -3 | -4 | 0 | 1 | -0.2 | 98 | -2 | -1 | -8
CCC(=O)Nc1nc(C)c(C(=O)Nc2cccc(Cl)c2)s1 | 3 | -6 | 2 | -1 | -2 | 0.9 | 106 | -1 | 1 | -3
COc1cc(/C=C2\SC(=S)N(CC(=O)Nc3ccccn3)C2=O)cc(OC)c1OC | -2 | -25 | 2 | 4 | -3 | -2.1 | 103 | 17 | 0 | -5
CC(Sc1ncccn1)C(=O)Nc1ccc2c(c1)OCCO2 (stereo unspecified) | 2 | -7 | 1 | -3 | -3 | -0.4 | 100 | -8 | 2 | 3
Cc1cc(C)c2cc3c(ccn3C3OC[C@H](O)[C@H](O)[C@H]3O)cc2n1 (stereo partly specified) | -2 | -34 | 10 | 6 | 2 | -1.0 | 96 | 1 | 5 | -6
CC(=NCc1ccccc1)C1=C(O)COC1=O | 0 | / | 15 | 2 | -2 | -0.5 | 100 | -6 | 0 | 2
O=c1c(-c2ccnn2-c2ccc(F)cc2)cnc2n1CCS2 | -3 | -4 | 1 | -2 | -6 | -2.4 | 93 | 3 | -1 | -13

Brought forward from above: two compounds, followed by the next part.
SMILES | m5-HT2A agonist | CaV13 ICDI inh | Cardio protect | Granule exo inh | PDI inh | MC4R ag barr | ABCB6 inh MLPCN | MC4R antagonist | Glyco luc inh | ABHD5 PLIN5 PPI
CC(=NCc1ccccc1)C1=C(O)COC1=O | 0 | / | 15 | 2 | -2 | -0.5 | 100 | -6 | 0 | 2
O=c1c(-c2ccnn2-c2ccc(F)cc2)cnc2n1CCS2 | -3 | -4 | 1 | -2 | -6 | -2.4 | 93 | 3 | -1 | -13
CC1(C)OC(=O)C(=CNCC(O)c2ccccc2)C(=O)O1 (stereo unspecified) | 1 | -14 | 5 | -1 | 8 | -0.8 | 98 | -4 | 0 | 6
CCOc1ccc(CCNc2nc3ccccc3n3cnnc23)cc1OCC | 7 | -4 | -2 | -8 | 11 | -0.3 | 91 | -51 | 2 | 4
CN1CCN(C(=O)C2CCC(CNS(=O)(=O)c3cccc4cccnc34)CC2)CC1 (stereo unspecified) | 13 | 21 | -2 | 0 | -5 | 0.6 | 92 | 11 | 0 | -5
Cc1[nH]n(C(N)=S)c(=O)c1N=Nc1ccc([N+](=O)[O-])cc1Cl | 2 | -19 | -14 | 17 | -6 | -0.4 | 97 | 7 | 2 | 4
O=C(Nc1ccc(F)cc1)C1CCC(CNc2c(N3CCCCC3)c(=O)c2=O)CC1 (stereo unspecified) | -3 | -8 | -2 | -2 | 1 | 0.3 | 98 | 1 | -1 | 6
CCNC(=O)c1ccc(CSc2ccc(Cl)cc2)cc1 | -3 | -17 | -5 | -4 | 9 | -1.0 | 104 | 5 | -4 | -4
CCN(CC)CCCC(C)NC(=O)c1cccc(S(=O)(=O)N2CCc3ccccc32)c1 (stereo unspecified) | -5 | -7 | 3 | 0 | -1 | -1.2 | 85 | 1 | -1 | -4
Cc1ccc(CO/N=C\Cc2snc(Sc3ncc(C(F)(F)F)cc3Cl)c2C#N)cc1 | -4 | / | -14 | -2 | -3 | -1.2 | 129 | 5 | 4 | -1
COc1ccc(OCC(=O)NNC(=O)C(=O)N2CCCC2)cc1 | 0 | -4 | 5 | -4 | 6 | -0.8 | 98 | 6 | 1 | -5
O=C(Cn1cnc2c(nnn2Cc2ccc(Cl)cc2)c1=O)N1CCCc2ccccc21 | 0 | -7 | 1 | -1 | -6 | -0.5 | 98 | 2 | -3 | 0
C=CC[C@@H](CC(=O)NCCO)C(=O)N[C@@H](COC(=O)[C@@H](CC=C)Cc1ccc(F)cc1)Cc1c[nH]c2ccccc12 | -4 | -9 | 12 | -7 | 3 | 0.6 | 92 | 7 | -1 | -4
CC(C)(C)C(=O)Nc1c2c(nn1-c1cccc(Cl)c1)CS(=O)(=O)C2 | 3 | -19 | 3 | 7 | 3 | 0.5 | 99 | 25 | 2 | -6
CC(C)C(=O)N(Cc1cc2ccccc2[nH]c1=O)C(C)(C)C | 5 | 0 | 15 | -1 | 3 | -1.1 | 94 | 0 | -1 | 0
CCN(CC)CC#Cc1ccc(C)cc1 | -7 | 7 | -4 | 14 | -1 | -1.8 | 91 | -3 | -1 | -6
O=C1C(=O)c2c(ccc3ccccc23)-c2ccccc21 | 1 | -6 | -11 | 17 | -5 | 2.8 | 102 | 10 | -19 | -29
CC[C@@H]1C=C(C(=O)O)[C@H](c2ccc(Cl)c(Cl)c2)N1S(=O)(=O)c1ccc(C)cc1 | 0 | -5 | 4 | -1 | -1 | -2.1 | 100 | 11 | 3 | -3
CCC(=O)Nc1ccccc1-c1nc2ccccc2[nH]c1=O | -2 | 6 | -6 | -7 | -2 | -1.7 | 97 | 6 | 2 | -1
CC(C)(C)c1cc(C(C)(C)C)n(-c2ccccc2)n1 | 5 | -4 | 1 | -3 | 0 | -1.6 | 101 | 7 | 2 | -2
CN1CCN(CC(=O)Nc2ccccc2C(F)(F)F)CC1 | 2 | -4 | 3 | -6 | 2 | -1.8 | 101 | 11 | 1 | -5
CCOC(=O)c1ccc(S(=O)(=O)Nc2cc(S(=O)(=O)Nc3ccc(OC)cc3)ccc2O)cc1 | 1 | -6 | 10 | 5 | 4 | 0.6 | 111 | 24 | 2 | -1
CCOC(=O)C1=C(N)Oc2cc(C)oc(=O)c2C1c1cccnc1 (stereo unspecified) | 1 | -5 | -5 | -3 | -10 | 1.0 | 98 | 7 | 1 | 4
COc1ccc(C(C)=O)cc1CSCC(=O)O | 2 | 8 | -1 | -1 | -9 | 0.4 | 102 | 3 | 1 | 4
COc1ccc(CC(N)c2csc(NC(=O)Nc3ccc(F)cc3)n2)cc1 (stereo unspecified) | -6 | -4 | -14 | 7 | 9 | 0.2 | 92 | -5 | -4 | -10
CCOC(=O)c1ccccc1NC(=O)C1CC(=O)N(C2CCCCC2)C1 (stereo unspecified) | 4 | -6 | 6 | -2 | -1 | -0.5 | 99 | 13 | 0 | 0
CC(C)(C)c1nc(SCC(=O)c2ccccc2)c2ccccc2n1 | 5 | -1 | -8 | 8 | 0 | 2.3 | 92 | 9 | -5 | -11
O=c1/c(=C/c2ccco2)sc2nc(-c3ccccc3Br)nn12 | 0 | -2 | 3 | -2 | 9 | -0.8 | 94 | 13 | -1 | -2
Cc1ccc(NC(=O)C(=O)NCCCN2CCCC2=O)c(C)c1 | 1 | -6 | -6 | -2 | 3 | -2.8 | 97 | 5 | 2 | 8
O=C(OCC(=O)N1CCN(C(=O)c2ccco2)CC1)c1cccc(S(=O)(=O)N2CCc3ccccc32)c1 | -5 | 3 | 6 | -2 | 7 | -1.2 | 96 | 0 | -2 | -2
COc1ccc(-n2cc(CN(C)CCO)c(-c3cccc(F)c3)n2)cc1 | -2 | -3 | -1 | -5 | 5 | -0.4 | 98 | 3 | -1 | 5
